Compound activity from PubChem.
MITF inh: blocks human microphthalmia-associated transcription factor; 650,000 compounds, 0.91% hits; O75030; inhibition, % at 2.6 µM; AlphaScreen MITF homodimerization, bead proximity signal; in the data active means inhibition above about 50%;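 further: 0% = vehicle wells with protein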
Target sequence (O75030 whole entry, looked up): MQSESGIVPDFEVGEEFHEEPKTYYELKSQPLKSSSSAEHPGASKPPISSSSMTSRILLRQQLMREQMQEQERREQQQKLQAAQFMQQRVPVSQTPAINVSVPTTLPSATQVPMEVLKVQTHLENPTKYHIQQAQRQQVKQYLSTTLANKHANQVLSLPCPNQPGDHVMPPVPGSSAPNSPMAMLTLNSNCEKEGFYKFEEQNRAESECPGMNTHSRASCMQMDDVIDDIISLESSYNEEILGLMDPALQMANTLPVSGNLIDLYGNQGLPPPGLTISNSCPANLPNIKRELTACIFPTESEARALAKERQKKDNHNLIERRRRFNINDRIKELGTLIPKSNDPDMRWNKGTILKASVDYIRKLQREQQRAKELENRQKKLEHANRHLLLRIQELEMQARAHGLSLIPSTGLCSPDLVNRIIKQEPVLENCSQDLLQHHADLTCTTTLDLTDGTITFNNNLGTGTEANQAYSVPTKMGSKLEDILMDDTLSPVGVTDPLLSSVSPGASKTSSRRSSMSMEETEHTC
FBW7 activator: human FBW7 E3 ligase activation, primary screen; Q969H0; 650,000 compounds, 0.13% hits; normalized activity (activation), % at 26.1 µM; AlphaScreen FBW7–phospho-cyclin E peptide binding, activator screen; in the data active means normalized activity above about 1.9%;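 further: purified mutant Fbw7 with reduced substrate affinity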
GPR151 ag: activators of human GPR151 | Q8TDV0 | activation, % at 11.2 µM | 650,000 compounds, 1% hits | PathHunter beta-arrestin GPR151 cells, luminescence; in the data active means activation above about 4.9%;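 further: 0% = median of compound wells and 100% = cells with positive control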
Target sequence (Q8TDV0 whole entry, looked up): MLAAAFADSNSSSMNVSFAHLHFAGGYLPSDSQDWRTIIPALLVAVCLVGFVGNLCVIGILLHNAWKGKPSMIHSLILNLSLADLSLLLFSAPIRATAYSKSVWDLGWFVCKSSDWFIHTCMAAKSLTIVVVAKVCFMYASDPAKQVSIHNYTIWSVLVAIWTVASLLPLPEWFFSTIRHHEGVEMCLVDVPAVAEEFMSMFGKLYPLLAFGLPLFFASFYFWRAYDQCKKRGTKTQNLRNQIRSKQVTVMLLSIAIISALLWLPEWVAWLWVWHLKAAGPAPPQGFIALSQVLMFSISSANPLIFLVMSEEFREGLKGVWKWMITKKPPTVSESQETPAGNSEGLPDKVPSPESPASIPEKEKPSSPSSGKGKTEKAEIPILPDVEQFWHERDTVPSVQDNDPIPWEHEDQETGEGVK
TEAD-YAP block: TEAD-YAP interaction inhibition | HEK-TIYL cells, TEAD-Gal4/YAP UAS-luciferase luminescence | inhibition, % at 9.12 µM | 640,000 compounds, 1.4% hits | AID 1259422; in the data active means inhibition above about 32%;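 further: 0% = median of test compound wells and 100% = reference inhibitor wells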
Numbers without * were called inactive. Rows are unselected; overall some 3.4% were active at least once.

SMILES	MITF inh	FBW7 activator	GPR151 ag	TEAD-YAP block
Cc1cc(=O)oc2cc(OCC(=O)Nc3ccccc3)ccc12	6	0.2	0.4	-8
CC(C)CC1NC(=O)N(CC(=O)Nc2ccc(F)c(F)c2)C1=O (configuration not stated)	0	0.1	0.5	-5
CC1CCCC(C)N1CCCNC(=O)c1cn(C(C)c2cccc(F)c2)nn1 (configuration not stated)	2	0.0	0.6	1
CS(=O)(=O)N(CC(N)=O)c1cccc(Cl)c1Cl	-10	-0.1	-1.5	-4
CCN(CC)CC(=O)Nc1sc2c(c1C#N)CCCC2	2	-0.1	-0.8	-11
CC(C)N(C)Cc1ccc(C(=O)NCC2(O)CCCCC2)c(=O)[nH]1	0	0.1	-0.3	-3
COc1cc(Nc2nc(NCc3nc4ccccc4[nH]3)c3ncn(Cc4ccc(C(F)(F)F)cc4)c3n2)cc(OC)c1OC	4	0.0	-0.5	43*
O=c1[nH]c2ncccc2c(=O)n1Cc1cccs1	6	0.0	-0.4	7
Cc1cccc(NC(=O)c2cc(F)ccc2F)n1	7	-0.1	-1.6	-14
CCOc1ccccc1-c1cc(=O)c2ccc(NC(=O)c3cccs3)cc2o1	-1	-0.1	1.4	-5
CCc1ccc(CNC(=O)c2ccc(OC)c(OC3CCN(C(C)C)CC3)c2)nc1	10	0.1	1.1	-2
O=C(COC(=O)c1cc([N+](=O)[O-])ccc1Cl)Nc1ccc2ccccc2c1	17	0.0	-0.5	-8
Cc1ccccc1-c1ccc(C(=O)N2CCN(C)CC2)c(N2CCOCC2)n1	12	0.2	1.2	-15
O=C(NCCc1nnc2n1CCN(Cc1ccc3ncccc3c1)CC2)c1ccoc1	-8	-0.1	0.5	-15
CCCn1c(Cl)nc2c1c(=O)n(C)c(=O)n2C	-1	0.0	2.1	4
CN1CC2=C(OC(N)=C(C#N)C2c2ccsc2)/C(=C/c2ccsc2)C1 (configuration not stated)	1	-0.1	-1.2	-10
CCCCOc1ccc(/C=c2\sc3nc(=O)c(Cc4ccccc4)nn3c2=O)cc1OC	25	0.0	0.1	3
COc1nn(C)cc1C(=O)N1CCCC(C(=O)NCCOc2ccc(F)cc2)C1 (configuration not stated)	4	0.2	1.2	13
O=C(Nc1cccc(O)c1)c1cc2nc(-c3ccc(F)cc3)cc(C(F)(F)F)n2n1	-15	0.0	1.1	-1
CC(=O)/C(N=Nc1ccc(C)cc1)=C(/O)c1ccccc1	-1	-0.1	1.7	20
O=C(NCc1ccccn1)c1cc2sccc2nc1C(F)(F)F	22	-0.1	-1.6	9
O=C(NCCOc1ccccc1)c1csc(-c2ccc(N3CCOCC3)nc2)n1	10	0.1	1.3	-29
CCN(CCCNC(=O)Cc1c(C(=O)O)n(CC)c2ccccc12)Cc1ccccc1	6	0.1	-0.7	-5
CCCCn1c(=N)n(CC(=O)c2cccs2)c2ccccc21	-6	0.5	-1.5	-5
N#C/C(=C\c1ccc(F)cc1)C(=O)Nc1ccc([N+](=O)[O-])cc1	-3	0.2	1.4	-3
COCCCNC(=S)NNC(=S)Nc1ccc(F)cc1F	7	-0.1	-0.2	-50
O=C1c2cccc3cccc(c23)C(=O)N1CCCN1CCCCC1	2	-0.1	-1.6	16
Cc1cccc(C)c1OCC(=O)N/N=C/c1cc(I)ccc1O	-2	-0.2	-0.1	8
CC(=O)Nc1cccc2nc(CN3CCN(CC(C)C)C(CCO)C3)ccc12 (configuration not stated)	-3	0.0	-0.7	-3
O=C1CSc2cc(S(=O)(=O)NCc3cccnc3)ccc2N1	-5	-0.2	0.2	-3
COc1ccc(CNC(=O)c2ccc(C)cc2)cc1	4	-0.1	-0.3	-10
O=C(NCc1noc2ccccc12)Nc1ccc2c(c1)OCO2	14	0.8	-0.5	-22
COC(=O)Nc1ccc(S(=O)(=O)Nc2cc(C(C)C)c(O)cc2C)cc1	0	0.5	-1.1	4
Cn1c(=O)n(CC(=O)N2CCCc3ccccc32)c2cccnc21	11	0.0	0.7	-5
O=C(O)c1ccc(NC(=O)c2ccc(Cl)cc2)c(NC(=O)c2ccc(Cl)cc2)c1	-7	-0.1	-0.7	-31
COc1ccccc1C(=O)Nc1ccc2nc(SCC(=O)NCc3ccccc3)sc2c1	1	0.0	0.9	52*
CSc1ccccc1NC(=O)Cn1c(=O)oc2cc(Cl)ccc21	-9	-0.1	0.7	2
CN(Cc1ccccc1)C(=O)c1ccccc1Br	-6	-0.1	0.6	-8
Cc1cccc(NC(=O)c2c(NC(=O)C(C)C)sc3c2CCC3)c1	6	-0.1	0.4	-3
COC(=O)C12CC3CC(CC(NC(=O)Cc4noc5ccccc45)(C3)C1)C2	1	0.1	0.4	10
CCOC(=O)c1ccc(N=C2SC(C(=O)Nc3cccc(C)c3)CC(=O)N2C)cc1 (configuration not stated)	-1	-0.2	0.5	-7
COC(=O)c1ccccc1NC(=S)N1CCC(N2CCCCC2)CC1	-3	-0.1	-0.7	-1
COc1ccc(-c2nc3cc(NC(=O)COc4ccc(I)cc4)ccc3o2)cc1	2	0.0	1.1	-4
O=C(Nc1ccccc1Cl)c1cc(S(=O)(=O)N2CCc3ccccc3C2)ccc1F	3	-0.2	-0.3	-3
CCN(CC)CCCNC(=O)Cn1c2ccccc2c2cn[nH]c(=O)c21	-10	0.1	0.7	-8

2 compounds from above, limited to FBW7 activator.
SMILES	FBW7 activator
Cc1cccc(NC(=O)c2c(NC(=O)C(C)C)sc3c2CCC3)c1	-0.1
O=C(Nc1ccccc1Cl)c1cc(S(=O)(=O)N2CCc3ccccc3C2)ccc1F	-0.2

Reformatted with bars between the fields: entries from further up
SMILES | MITF inh | FBW7 activator | GPR151 ag | TEAD-YAP block
COC(=O)C12CC3CC(CC(NC(=O)Cc4noc5ccccc45)(C3)C1)C2 | 1 | 0.1 | 0.4 | 10
O=C(Nc1ccccc1Cl)c1cc(S(=O)(=O)N2CCc3ccccc3C2)ccc1F | 3 | -0.2 | -0.3 | -3
Cn1c(=O)n(CC(=O)N2CCCc3ccccc32)c2cccnc21 | 11 | 0.0 | 0.7 | -5
COC(=O)c1ccccc1NC(=S)N1CCC(N2CCCCC2)CC1 | -3 | -0.1 | -0.7 | -1
O=C(O)c1ccc(NC(=O)c2ccc(Cl)cc2)c(NC(=O)c2ccc(Cl)cc2)c1 | -7 | -0.1 | -0.7 | -31
COc1ccc(-c2nc3cc(NC(=O)COc4ccc(I)cc4)ccc3o2)cc1 | 2 | 0.0 | 1.1 | -4

The results go on.
SMILES	MITF inh	FBW7 activator	GPR151 ag	TEAD-YAP block
O=C(O)C1Sc2[nH]c(=O)sc2C2c3cc([N+](=O)[O-])ccc3OC(=O)C12 (configuration not stated)	-2	0.2	-1.3	-12
c1ccc2c(c1)CCN(c1nc3cc4c(cc3s1)OCO4)C2	6	0.0	-3.0	29
NC(=O)C1CCCN(Cc2coc3c(Cl)cc(Cl)cc3c2=O)C1 (configuration not stated)	-5	-0.1	1.1	-2
CCn1c(SCC(=O)OCC(=O)Nc2cccc(C(C)=O)c2)nnc1-c1cccs1	8	-0.1	1.2	4
COc1ccc(NC(=O)/C=C/c2ccccc2Cl)c(OC)c1	6	0.1	-0.1	-7
Cc1ccc(S(=O)(=O)N(CC(=O)NCc2ccco2)Cc2ccccc2)cc1	6	0.4	-0.5	3
O=C(Nc1ccc(N2CCOCC2)c(Cl)c1)c1cccc(I)c1	12	-0.1	0.0	-12
Cc1cnc2nc3c(cc2c1)CN(S(=O)(=O)c1cccc2cccnc12)CC3	7	-0.1	0.2	-1
O=C(C1Cc2ccccc2O1)N1CCC2(CC1)OCc1ccccc1O2 (configuration not stated)	1	0.0	-0.7	8
CCN1CCN(C(=O)CN(c2ccc(F)cc2)S(C)(=O)=O)CC1	5	0.1	-0.4	-2
CN(C)Cc1c(C(=O)N/N=C/c2cccc(F)c2)nnn1-c1nonc1N	8	-0.1	-0.6	-5
CNC(=O)CSc1nnc(Cc2ccccc2)n1CCOC	-9	0.2	0.7	5
CCCOC(=O)C1=C(C)NC2=C(C(=O)CC(c3ccc(OC)c(OC)c3)C2)C1c1ccccc1Br (configuration not stated)	-8	0.1	-0.1	0
CCOC(=O)c1sc2c(c1NCc1ccc(N(C)C)cc1)CCCC2	-7	-0.1	-2.0	4
CC(C)Oc1ccc(C(=O)Nc2ccc(Cl)c(N3CCCS3(=O)=O)c2)cc1	3	-0.1	1.9	-43
O=C1COc2ccc(C(=O)OCC(=O)c3ccccc3)cc2N1	4	-0.1	-0.6	10
COc1ccc(C2CC(c3cccs3)=NN2C(=O)CSc2nnc(CNC(=O)Cc3ccccc3)n2CCc2ccccc2)cc1 (configuration not stated)	-3	-0.1	2.1	-7
O=C(N=C1N=C2C=CC=CN2Cc2ccccc21)c1ccc(Cl)nc1	-14	-0.1	-7.0	-42
CCCn1c(=N)c(S(=O)(=O)c2ccc(Cl)cc2)cc2c(=O)n3ccccc3nc21	2	-0.1	-0.4	3
CC(C)(C)NCCCOc1cccc(Cl)c1Cl	9	0.1	-0.3	14
C/C(=N\N=C1/NC(=O)CS1)c1cc2ccccc2oc1=O	8	-0.1	0.2	-4
CCOc1ccccc1Nc1nc(-c2cc3cc(OC)ccc3oc2=O)cs1	-4	0.1	0.3	7
Cc1nc2c(-c3ccc(Cl)cc3)cnn2c(N)c1-c1ccccc1	14	0.5	-2.1	89*
COc1ccc2nc(Nc3nc4ccccc4s3)sc2c1	-9	-0.1	0.6	-18
CSc1cccc(NC(=O)CNS(=O)(=O)c2ccc(C)cc2)c1	-7	-0.1	0.5	11
CC(=O)Nc1ccccc1-c1nc2cc3ccccc3cc2[nH]c1=O	-49	-0.2	-0.4	1
O=C(CCl)Nc1ccc2c(c1)OCCO2	-1	-0.1	-0.4	22
CCOc1ccc(N2C(=O)c3ccc(Cl)cc3C2=O)cc1	11	0.0	0.0	-1
CC1CCN(C(=O)CSc2nc(-c3ccco3)nc3c2c(=O)n(C)c(=O)n3C)CC1	9	0.9	-0.2	11
COc1ccc(CCNc2nc(-c3c(C)nn(C)c3C)nc3c2ncn3-c2ccsc2)cc1	5	-0.1	3.2	-6
O=C(O)c1cc2cc([N+](=O)[O-])ccc2cc1O	12	-0.3	-0.2	2
O=C(c1ccccc1)N1CCN(c2nc3ccc([N+](=O)[O-])cc3s2)CC1	0	-0.1	0.5	1
CCCCOc1ccc(S(=O)(=O)N2CCSC2c2ccc([N+](=O)[O-])cc2)cc1 (configuration not stated)	-62	-0.1	2.0	1
COc1ccc(NC(=O)C2=C(C)NC(=S)NC2c2ccc(O)c(OC)c2)cc1 (configuration not stated)	6	0.0	1.3	-2
COCCNS(=O)(=O)c1ccc(OC)c(Cl)c1Cl	10	0.2	-1.9	5
CCOc1ccc(-n2nc(C(=O)Nc3ccc(C(C)C)cc3)c3ccccc3c2=O)cc1	9	0.0	-0.6	-2
COc1cccc2sc(N(Cc3ccccn3)C(=O)c3cc(C)on3)nc12	7	0.1	-0.2	-14
COC(=O)c1ccc(C(=O)OC)c(NS(=O)(=O)c2ccc([N+](=O)[O-])cc2)c1	0	-0.7	1.0	-9
O=C1c2cccnc2C(=O)N1c1ccccc1	70*	0.0	-0.4	-10
S=C(Nc1ccc(Cl)cc1)Nc1ccccn1	1	0.0	0.1	-27
O=C1c2ccc(F)cc2C(=O)N1c1cc(Cl)ccc1Cl	5	0.0	0.2	4
CNC(=O)c1ccccc1NC(=O)c1c(O)c2c([nH]c1=O)CCCC2	-8	-0.1	0.2	-3
COc1ccc(CCNC(=O)CCCn2c(SCc3cccc([N+](=O)[O-])c3)nc3ccccc3c2=O)cc1OC	1	0.8	0.3	-7
O=C(CN1Cc2ccccc2C1=O)N1CCOCC1	-4	0.0	-0.6	2
COC(=O)c1cc(NC(=O)CSc2nnc(C)s2)ccc1Cl	-10	0.1	-1.3	-4
Cc1ccc(N/N=C/c2c(O)[nH]c(=S)[nH]c2=O)cc1C	8	0.0	-1.4	-31
N#C/C(=C\c1coc2ccccc2c1=O)C(=O)Nc1nc2ccccc2s1	18	0.5	-0.7	2
Cn1c(=O)c2c(ncn2CC(=O)NCCc2ccc(S(N)(=O)=O)cc2)n(C)c1=O	-2	-0.2	1.8	1
O=C(COc1ccc(Br)cc1)N(c1ccccc1)C1C=CS(=O)(=O)C1 (configuration not stated)	2	0.2	6.3*	13
CS(=O)(=O)Nc1ccccc1C(=O)NCCSCc1ccco1	-2	0.0	0.2	-6
CCN(Cc1ccncc1)C(=O)c1cccs1	4	0.1	0.4	-2
COc1cc(C(=O)Nc2ccc(N3C(=O)c4ccc(Cl)cc4C3=O)c(C)c2)cc(OC)c1OC	15	0.1	-0.3	2
CCN(CC)c1nc(NCc2nc3ccccc3[nH]2)nc(Nc2ccncn2)n1	-7	-0.2	0.2	-12
CC(=O)c1ccc(NC(=O)CSc2nnc(C3CCCCC3)o2)cc1	-6	-0.2	0.5	-44
CC(=O)C1=C(C)NC(SCC(=O)c2ccc(C)cc2)=C(C#N)C1c1cccs1 (configuration not stated)	1	0.3	-0.2	-9
CCC1CCCCN1C(=O)c1c[nH]c2ccc(S(=O)(=O)N3CCOCC3)cc2c1=O (configuration not stated)	0	-0.2	0.5	7
c1cc(-n2cnc3c(NCCN4CCOCC4)nc(N4CCC(N5CCOCC5)CC4)nc32)cs1	-2	0.0	-0.3	43*
Cc1nnc(NC(=O)CSc2nc(-c3ccc(Cl)cc3)cs2)s1	3	0.0	-0.1	1
CCSc1nc2c(c(=O)n1CCc1ccccc1)SC(C)C2 (configuration not stated)	2	-0.3	-1.3	4
